Source: PubChem BioAssay
Mito fusion act: inhibitors of mitochondrial division or activators of mitochondrial fusion; S. cerevisiae fusion-defective mutant growth rescue, CellTiterGlo 48 h; Potency, µM (doses to about 46.1 µM), for inactives: at the top dose growth rescue (activation), usual class: activators; 320,000 compounds, 0.23% hits; AID 485298;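 note: potency is the fitted concentration of half-maximal effect; % of control where 0% means no effect; nearly all actives have a fitted effect of over 45% in size; temperature-sensitive fusion mutants such as fzo1-1 at 37 °C on non-fermentable ethanol glycerol medium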
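Luminescent cell viability in 1536-well qHTS format served as the measure of rescued growth in ts fusion-mutant S. cerevisiae cultured on non-fermentable YPEG for 48 hours at 37C.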
TSHR antag: blocks TSH signaling through the human TSH receptor | P16473 | TSHR-expressing cells, TSH-stimulated cAMP HTRF, 2 h; hits give low values | activity change, negative = inhibition, % at 11.5 µM | 330,000 compounds, 0.2% hits | AID 504810;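 active = activity change below a set negative limit, meaning inhibition stronger than a set level, cut at about -70% in these data; inconclusive = activity change between two set negative limits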; note: % is set by controls: 0 for no effect and ±100 for the full control effect
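TSHR-expressing cells, 200/well, pre-treated with compound, then stimulated with EC80 TSH (4nM final) for 2 hours at 37 deg C. cAMP measured by competitive HTRF: anti-cAMP cryptate antibody in lysis buffer plus cAMP-d2, read after 30 minutes at room temperature.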
TCR act: activators of T cell receptors | 330,000 tested, under 10 active | primary human leukocytes, anti-CD3, IL-2 HTRF, 48 h | Potency, µM (titrated, usually from 9.22 µM), for the others: top-dose activation of IL-2 secretion, most hits filed as activators; note: % of control where 0% means no effect
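1) Mix primary human leukocytes, a-CD3 beads and compound. 2) Incubate 48 hr. 3) Add HTRF IL-2 reagents (a-IL-2-K, a-IL-2-d2).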
a7 integrin act: activates integrin-mediated alleviation for muscular dystrophy | Potency, µM (highest dose often 38.3 µM), inactives show at the top dose activation, actives largely listed as activators | AID 624291 | alpha7betagal myoblasts, beta-gal FDG fluorescence, 48 h | 350,000 compounds, 0.064% hits;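 note: potency is the fitted concentration of half-maximal effect; 100% = response of the positive control SU9516; nearly all actives have a fitted effect of over 60% in size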
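alpha7betagal+/- myoblasts (passage 13, 250/well) treated 48 h at 37C with compounds at 1:260 dilution of DMSO stock. Lysed, then beta-galactosidase activity read as FDG fluorescence (ex 480/em 540) after 30 min, with pre-read for autofluorescence.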
MLL CXXC-DNA inh: MLL CXXC-DNA interaction inhibition; Q03164; MLL-CXXC / FITC-HOXA9 DNA fluorescence polarization; Potency, µM (doses to about 115 µM), inactives show top-dose activity change, negative = inhibition, usual class: inhibitors; 290,000 compounds, 0.037% hits; active = well fitted inhibition curve with a large enough effect in the polarisation, with a control signal flat, not every such curve was filed as active; inconclusive = small, poorly fitted or top-dose-only effect, or effect the other way, or a change in a side signal; inactive = no such curve, though single readings can be large or run the other way; the % refers to the polarisation; note: potency is the fitted concentration of half-maximal effect
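Steps: dispense CXXC domain solution (7 uM) → pin compounds or unlabeled HOX-A9 DNA control → 5 min ambient → add FLSN-HOX-A9 solution (50 nM) → spin → 30 min ambient → fluorescence polarization. Tris pH 7.5/NaCl/DTT/BSA buffer.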
MBNL1 CUG block: inhibitors of human MBNL1 binding to CUG repeat RNA; 280,000 compounds, 0.036% hits; Q9NR56; TR-FRET MBNL1-His/biotin-(CUG)12 binding, 665/545 ratio; Potency, µM (doses to about 57.5 µM), for the others: top-dose activity change, negative = inhibition, hits mostly inhibitors; active = well fitted inhibition curve with a large enough effect in the signal ratio, with a control signal flat, not every such curve was filed as active; inconclusive = small, poorly fitted or top-dose-only effect, or effect the other way, or a change in a side signal; inactive = no such curve, though single readings can be large or run the other way; the % refers to the signal ratio; note: potency is the fitted concentration of half-maximal effect; % is set by controls: 0 for no effect and ±100 for the full control effect
Target sequence (Q9NR56 whole entry, looked up): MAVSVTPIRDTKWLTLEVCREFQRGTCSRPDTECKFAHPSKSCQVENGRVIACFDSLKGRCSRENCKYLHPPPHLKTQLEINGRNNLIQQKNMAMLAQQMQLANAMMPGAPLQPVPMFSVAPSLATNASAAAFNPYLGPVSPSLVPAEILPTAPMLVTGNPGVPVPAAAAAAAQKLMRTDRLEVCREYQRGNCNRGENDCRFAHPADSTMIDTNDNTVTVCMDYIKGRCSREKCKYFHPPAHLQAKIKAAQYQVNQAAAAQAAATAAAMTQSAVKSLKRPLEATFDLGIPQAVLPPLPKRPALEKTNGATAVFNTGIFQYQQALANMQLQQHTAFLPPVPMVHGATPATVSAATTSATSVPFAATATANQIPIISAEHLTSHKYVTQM
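TR-FRET readout: Ex 340 nm, 665/545 nm emission ratio, normalized to buffer-only (basal) and MBNL1-(CUG)12 controls. Complex of MBNL1-His with Biotin-(CUG)12, compounds 92 nM–58 uM, incubated 60 min at room temperature.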
Menin MLL FP TR: menin-MLL binding inhibition, Texas Red mutant peptide; O00255; Menin + Texas Red MLL mutant peptide, fluorescence polarization; Potency, µM (highest dose often 61.6 µM), for inactives: top-dose FP activity change, negative = inhibition, most hits filed as inhibitors; 270,000 compounds, 0.23% hits; AID 1768; active = well fitted inhibition curve with a large enough effect in the polarisation, with a control signal flat, not every such curve was filed as active; inconclusive = small, poorly fitted or top-dose-only effect, or effect the other way, or a change in a side signal; inactive = no such curve, though single readings can be large or run the other way; the % refers to the polarisation; note: potency is the fitted concentration of half-maximal effect; % of control where 0% means no effect; many of its hits are not listed in these tables
A-T KAP1 phos: potential ataxia-telangiectasia treatments restoring KAP-1 phosphorylation; Potency, µM (highest dose often 57.5 µM), inactives show at the top dose activation, actives largely listed as activators; AID 485349; […] A-T fibroblasts, KAP-1 phosphorylation AlphaLISA; neocarzinostatin DNA damage 30 min before lysis; 320,000 compounds, 0.19% hits; note: potency is the fitted concentration of half-maximal effect; % of control where 0% means no effect; nearly all actives have a fitted effect of over 45% in size
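hTERT-immortalized A-T patient fibroblasts ([…]), 500 cells/well in OPTI-MEM, 1% FBS, got compounds for 60 min, then NCS for 30 min at 37C. Lysates were then assayed for phospho-KAP-1 by AlphaLISA (anti-pKAP1 donor, anti-KAP1 acceptor beads), 6 hr at 25C.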
PTAP TSG101 blk: blocks PTAP/TSG101 interaction to inhibit HIV-1 budding | Q99816 | Fluorescence polarization, FITC-PTAP peptide / Tsg101 binding | Potency, µM (titrated, usually from 115 µM), inactives show top-dose activity change, negative = inhibition, actives largely listed as inhibitors | 340,000 tested, under 10 active | AID 493005; active = well fitted inhibition curve with a large enough effect in the main read-out, with a control signal flat, not every such curve was filed as active; inconclusive = small, poorly fitted or top-dose-only effect, or effect the other way, or a change in a side signal; inactive = no such curve, though single readings can be large or run the other way; note: potency is the fitted concentration of half-maximal effect; % of control where 0% means no effect
Target sequence (Q99816 whole entry, looked up): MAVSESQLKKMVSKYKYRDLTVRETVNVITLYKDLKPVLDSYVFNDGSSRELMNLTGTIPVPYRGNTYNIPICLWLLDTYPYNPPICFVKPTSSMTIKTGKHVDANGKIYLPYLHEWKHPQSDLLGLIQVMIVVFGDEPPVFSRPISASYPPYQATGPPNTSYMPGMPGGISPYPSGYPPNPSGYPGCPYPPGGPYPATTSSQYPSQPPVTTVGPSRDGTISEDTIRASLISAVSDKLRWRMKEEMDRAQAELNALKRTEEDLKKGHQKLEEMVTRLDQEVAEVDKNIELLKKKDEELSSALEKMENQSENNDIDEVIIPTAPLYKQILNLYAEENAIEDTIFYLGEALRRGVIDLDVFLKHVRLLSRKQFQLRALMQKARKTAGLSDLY
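Tsg101 binding domain (10 uM final) was mixed with compound and a FITC-labeled PTAP peptide (50 nM final) in HEPES pH 7.5 buffer with NaCl, Tween 20, EDTA and TCEP; fluorescence polarization was read after 20 min at r.t.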
S-ASM inh: inhibitors of human secretory acid sphingomyelinase | AID 504937 | placental ASM, HMU-PC fluorogenic substrate, 60 min | P17405 | 340,000 compounds, 0.006% hits | Potency, µM (highest dose often 57.5 µM), without a hit: at the top dose activity change, negative = inhibition, usual class: inhibitors; note: potency is the fitted concentration of half-maximal effect
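Human placenta-derived ASM enzyme was preincubated with compound for 10 minutes at room temperature, then given fluorogenic substrate HMU-PC0 (9 uM final) for 60 minutes at 37 °C; a pH 10 stop preceded fluorescence reading at Ex 386/Em 447 nm.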
* = called active by the depositor; ? = inconclusive; nt = no result given; [ ] = dose if it differs, or a comment. Unless noted, calls come from the whole dose curve; as a rule, active = well fitted curve in the direction sought with a large enough effect; inconclusive = small, poorly fitted or top-dose-only effect, or another doubt; inactive = no such curve, though single readings can be large; an effect the other way counts as inactive or inconclusive. Not all compounds are listed; rates above refer to the full screens.

SMILES | Mito fusion act | TSHR antag | TCR act | a7 integrin act | MLL CXXC-DNA inh | MBNL1 CUG block | Menin MLL FP TR | A-T KAP1 phos | PTAP TSG101 blk | S-ASM inh
CC1Cn2c(nnc2-c2ccc(F)cc2)S1 (centres undefined) | 8% | 7 | -6% | 8% | 3% | -1% | 4% | 2% | -3% | -5%
CC(=O)N/C(=C/c1ccc([N+](=O)[O-])cc1)C(=O)O | -2% | -4 | 5% | -31% | -1% | ? | -1% | 2% | -4% | -1%
O=C(CN1C(=O)c2ccccc2S1(=O)=O)NCCSc1ccccc1 | -1% | 3 | 3% | 24% | 2% | 1% | -1% | 9% | -1% | -3%
COc1cccc(OCc2cc(C(=O)N(Cc3nccn3C)C(C)C)no2)c1 | -7% | 2 | -8% | 14% | -13% | 0% | nt | -8% | -1% | 2%
COc1ccccc1NC(=O)c1ccccc1S(=O)(=O)c1ccc([N+](=O)[O-])cc1 | 1% | 2 | 3% | ? | 1% | ? | ? | 8% | -3% | 0%
O=[N+]([O-])c1cnn(-c2nc(-c3ccco3)cc(C(F)(F)F)n2)c1 | -6% | -1 | 0% | 7% | -7% | 89%[activator] | 5% | -1% | -4% | -4%
Cn1c(=O)c2c(nc(N/N=C/c3cccs3)n2Cc2ccc(Br)cc2)n(C)c1=O | ? | 15 | 2%[46.1 µM] | 19% | 25% | 5% | ? | -7% | 0% | -18%
Cc1nc(SCC(=O)Nc2ccc(F)cc2)c(C#N)c(C)c1CC(=O)c1ccc(Br)cc1 | -5% | 0 | 9% | 18% | 6% | 21% | -27% | -2% | -6% | 1%
O=C(COC(=O)c1ccc(Cl)nc1)Nc1ccc2c(c1)OCO2 | -1% | 4 | -4% | 22% | 4% | nt | -1% | 0% | -9% | 1%
CCCCC1=CC2=CC(=O)C(C)(OC(=O)CC)C(=O)C2=CN1CC(C)C (centres undefined) | -2% | -10 | 8% | 10% | -5% | 13% | -4%[11.7 µM] | 6% | -11% | 72%
COc1ccc(C(=O)Nc2ccc(C3=NNC(=O)CC3C)cc2NC(=O)c2ccc(OC)cc2)cc1 (centres undefined) | -1% | -5 | -3% | 24% | 6% | -1% | -3% | 0% | -5% | -18%
CC1CCCN(C(=O)COC(=O)Cc2c[nH]c3ccccc23)C1 (centres undefined) | 7% | 1 | 1% | 11% | nt | nt | nt | 1% | -13% | 0%
Cc1cc(C)nc(NCCO)n1 | 0% | 51 | 4% | 1% | -1% | ? | ? | 1% | -2% | 4%
CC(NC(=O)/C(=C/c1ccc2c(c1)OCO2)NC(=O)c1cccc([N+](=O)[O-])c1)C(=O)O (centres undefined) | -1% | 3 | 0% | 6% | 12% | ? | 22% | -2% | 0% | -1%
CC(=O)Nc1ccccc1C(=O)C(=O)Nc1cccc(Br)c1 | 11% | -13 | -2% | -6% | 4% | 3% | 10% | 1% | -2% | -2%
CSc1nc(C)c(C(=O)C[n+]2ccc(C)cc2)cc1C#N | -1% | 8 | -3% | 21% | 4% | -2% | -2% | 9% | -1% | 2%
Cc1cc(OCCCN2CCCC2)ccc1Cl | 1% | 1 | 0% | 5% | 19% | -3% | -20% | 10% | -3% | -1%
CCN(CC)c1ccc(S(=O)(=O)N2CCOCC2)cc1NC(=O)CNCc1ccccc1 | 6% | 1 | -4% | 12% | 8% | nt | nt | 4% | -2% | -2%
Cc1cc(OC(C)C(=O)NNC(=O)Nc2ccc(F)cc2F)cc(C)c1Cl (centres undefined) | -2% | -10 | -5% | 1% | -1% | 0% | -7% | 4% | -2% | -3%
Cc1nc(SCC(=O)N2CCC(C(N)=O)CC2)n[nH]1 | -3% | 7 | -1% | 7% | 1% | 1% | ? | 25% | -3% | 4%
COc1ccc(-c2nc3cc(C)ccn3c2NC(=O)c2ccccc2OC)cc1 | 1% | 6 | 1% | -1% | -5% | -8% | -19% | -37% | -6% | 0%
O=C(OCC(=O)N1CCCc2ccccc21)c1ccccc1[N+](=O)[O-] | 19% | 2 | 3% | 9% | nt | nt | nt | -3% | -4% | -2%
COC(=O)Nc1c(-c2ccccc2)nc2ccccn12 | -3% | 3 | nt | -15%[7.66 µM] | 0% | -3% | 29% | 3% | -1% | 0%
Nc1nn(S(=O)(=O)c2ccccc2)cc1-c1ccc([N+](=O)[O-])cc1 | 2% | 27 | -4%[46.1 µM] | -42%[inhibitor] | 9% | ? | ? | 9% | -11% | -7%
C/C(=N\NC(=O)C1COc2ccccc2O1)c1ccccn1 (centres undefined) | -4% | 0 | -2%[46.1 µM] | -32%[inhibitor] | 9% | nt | -11% | -3% | -2% | 0%
Cc1ccc(N(C(=O)CCC(=O)Nc2ccccn2)C(C(=O)NC(C)C)c2ccc(F)cc2)cc1 (centres undefined) | 6% | 5 | -9% | -38% | -5% | -4% | nt | -1% | 1% | 1%
CCN1CCN(c2ncnc3scc(-c4ccc(OC)cc4)c23)CC1 | -18% | -1 | 9% | -10% | 3% | -9% | -3% | 2% | -3% | 4%
Cc1cc(S(=O)(=O)NCC(C)C)ccc1OCC(=O)N1CCOCC1 | -1% | 5 | -3% | 20% | -1% | -7% | 0% | 7% | -6% | 3%
O=C(COC(=O)c1ccc([N+](=O)[O-])o1)NCCc1ccccc1 | nt | nt | 0% | -5% | nt | nt | nt | 29% | -2% | 21%
C/C(=N\NC(=O)C(=O)N/N=C(\C)c1cccc(O)c1)c1cccc(O)c1 | 0% | 4 | -4% | -7% | -4% | -4% | -1% | 2% | 1% | -5%
Cc1ccc(C)c(OCC(=O)NC2CCCCCC2)c1 | 9% | -26 | nt | -17% | -6% | 4% | nt | 11% | -1% | -1%
COc1ccc(N2CC(C(=O)NCCC3=CCCCC3)CC2=O)cc1 (centres undefined) | 2% | 7 | -2% | 22% | -4% | 10% | 5% | 4% | -6% | 2%
O=C(O)CCc1ccc(-c2cccs2)o1 | -1% | 8 | 1% | -28% | -28% | -3% | 28% | 1% | -6% | 4%
COc1ccc(N(C)S(=O)(=O)c2cccc(C(=O)N(C)Cc3ccc(C)o3)c2)cc1 | 24% | 16 | -2% | 14% | 4% | -6% | -8% | -1% | -8% | -5%
Cc1nc2ccc(NC(=O)COc3ccccc3[N+](=O)[O-])cc2s1 | -2% | -7 | -1% | 11% | 10% | 10% | 20% | -2% | -3% | -1%
CCOc1ccc(-c2ccc(SCC)nn2)cc1 | 10% | -12 | -6% | 19% | 1% | -3% | 29% | -1% | -4% | -3%
CC(C)(C)C1CCC(C(=O)OCC(=O)c2ccc[nH]2)CC1 (centres undefined) | 22% | ? | 2%[46.1 µM] | 5% | -3% | nt | -1% | ? | 0% | -4%
O=C(CC1(O)C(=O)Nc2ccccc21)c1ccc2c(c1)OCO2 (centres undefined) | -1% | 0 | -13% | -14% | 5% | -3% | 3% | -2% | -9% | 9%
CCN(CC(=O)NC(C)(C)C)C(=O)CN1c2cccc3cccc(c23)S1(=O)=O | 4% | 11 | -4% | -7% | 40%[activator] | 15% | 6% | 2% | -2% | 76%[activator]
Cc1ccccc1C(=O)Nc1nc2c(C)csc2c(=O)s1 | 3% | -9 | -6% | 14% | 13% | nt | nt | -3% | -2% | -1%
Cc1ccc(-n2ncc3c(SCc4ccccn4)ncnc32)c(C)c1 | 6% | -18 | -1% | 4% | 0% | -4% | ? | -4% | 1% | 1%
Cc1onc(-c2c(F)cccc2Cl)c1C(=O)Nc1sc2c(c1C(N)=O)CCC2 | 1% | -17 | 30% | -38%[inhibitor] | 24% | 38%[activator] | -1% | nt | 1% | -23%
O=C(N/N=C/c1ccc[nH]1)c1ccc(COc2cccc3cccnc23)cc1 | 13% | -11 | -1% | -65%[inhibitor] | 2% | 16% | 28% | 1% | 1% | -4%
COCCCn1c(SCC(=O)NC2CCCC2)nnc1-c1ccncc1 | -1% | -7 | -71% | 4% | 7% | -2% | -7% | -3% | 0% | 2%
Cc1cccc(NS(=O)(=O)c2cccc3nonc23)c1 | -9% | -13 | 0% | -20% | 28% | ? | -2% | 1% | -3% | -1%
C=C1CC2C(=O)N(Cc3ccccc3)C(C(=O)OCC)(C(=O)OCC)C1N2C(=O)OC(C)(C)C (centres undefined) | nt | nt | 2% | 13% | nt | nt | -16% | nt | 1% | 4%
